Nrf2 inh = Nrf2 pathway inhibition | Potency, µM (highest dose often 46 µM), for the others: top-dose activity change, negative = inhibition, most hits filed as inhibitors | 360,000 compounds, 2.1% hits | AID 504444 | A549 ARE-Fluc reporter, luciferase luminescence, 18-24 h; further: on the % scale 0 is the no-effect control and ±100 the full control effect; nearly all actives have a fitted effect of over 60% in size
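Two sequential reads on A549 ARE_Fluc cells exposed to compound for 18-24 h: a CellTiter-Fluor fluorescence read for viability, then a luciferase luminescence read for Nrf2/ARE activity.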
ATXN viability = viability counter-screen for ATXN expression inhibitors. S2 cells (HEK-293 line with an ATXN2-luciferase reporter) viability, CellTiter-Fluor protease fluorescence, 24 h. Potency, µM (titrated, usually from 56.7 µM), most hits filed as cytotoxic. 400,000 compounds, 0.49% hits. AID 651635; further: nearly all actives have a fitted effect of over 40% in size
A549 tox = A549 cytotoxicity, counter-screen for Nrf2 inhibitors. AID 504648. A549 ARE-Fluc cells, CellTiter-Fluor viability, 18-24 h. 390,000 compounds, 0.16% hits. Potency, µM (titrated, usually from 46 µM), inactives show at the top dose activity change, negative = cytotoxicity, actives largely listed as inhibitors; further: on the % scale 0 is the no-effect control and ±100 the full control effect
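A549 ARE_Fluc cells in 5% FBS OPTI-MEM were exposed to compounds in concentration-response for 18-24 h at 37 deg C. Viability was read by CellTiter-Fluor fluorescence (Ex 405/Em 525) after 30 min, before the luciferase read.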
HepG2 viability = HepG2 cytotoxicity, counter-screen for TGF-b inhibitors; 410,000 compounds, 0.76% hits; HepG2 CAGA-GFP viability, ATP luminescence, 18 h; Potency, µM (series often up to 46.1 µM), for inactives: at the highest dose activity change, negative = cytotoxicity, hits mostly cytotoxic; further: some results filed as inactive show a strong effect at the top dose
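HepG2 CAGA-GFP cells (1000/well, DMEM with 1% FBS) received compound, then TGF-beta at 500 pg/mL final, and were incubated 18 hours at 37 degrees C. Viability was read by CellTiter-Glo luminescence. Media-only wells were set as complete cell-killing and DMSO as no toxicity.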
Nrf2 activator = Nrf2 pathway activation | AREc32 ARE-luciferase reporter (MCF7-derived line), luminescence, 24 h | Potency, µM (highest dose often 46.1 µM), for inactives: at the highest dose activation, most hits filed as activators | 410,000 compounds, 0.31% hits; further: % of control where 0% means no effect; nearly all actives have a fitted effect of over 65% in size
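ARE activation measured as luciferase luminescence (Steady-Glo, 30 min RT) in AREc32_Fluc cells after 24 hr compound exposure at 37 deg C, 5% CO2; cells seeded overnight at 1000/well in OPTI-MEM, 5% FBS.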
EPAC2 antagonist = blocks human EPAC2 exchange factor | EPAC2 GEF exchange of Rap1B-BODIPY-GDP, fluorescence | Q8WZA2 | 360,000 compounds, 0.18% hits | Potency, µM (highest dose often 114 µM), inactives show at the highest dose activity, negative = inhibition, most hits filed as inhibitors | AID 720708; further: on the % scale 0 is the no-effect control and ±100 the full control effect; nearly all actives have a fitted effect of over 45% in size; many of its hits are not listed in these tables
Target sequence (Q8WZA2 whole entry, looked up): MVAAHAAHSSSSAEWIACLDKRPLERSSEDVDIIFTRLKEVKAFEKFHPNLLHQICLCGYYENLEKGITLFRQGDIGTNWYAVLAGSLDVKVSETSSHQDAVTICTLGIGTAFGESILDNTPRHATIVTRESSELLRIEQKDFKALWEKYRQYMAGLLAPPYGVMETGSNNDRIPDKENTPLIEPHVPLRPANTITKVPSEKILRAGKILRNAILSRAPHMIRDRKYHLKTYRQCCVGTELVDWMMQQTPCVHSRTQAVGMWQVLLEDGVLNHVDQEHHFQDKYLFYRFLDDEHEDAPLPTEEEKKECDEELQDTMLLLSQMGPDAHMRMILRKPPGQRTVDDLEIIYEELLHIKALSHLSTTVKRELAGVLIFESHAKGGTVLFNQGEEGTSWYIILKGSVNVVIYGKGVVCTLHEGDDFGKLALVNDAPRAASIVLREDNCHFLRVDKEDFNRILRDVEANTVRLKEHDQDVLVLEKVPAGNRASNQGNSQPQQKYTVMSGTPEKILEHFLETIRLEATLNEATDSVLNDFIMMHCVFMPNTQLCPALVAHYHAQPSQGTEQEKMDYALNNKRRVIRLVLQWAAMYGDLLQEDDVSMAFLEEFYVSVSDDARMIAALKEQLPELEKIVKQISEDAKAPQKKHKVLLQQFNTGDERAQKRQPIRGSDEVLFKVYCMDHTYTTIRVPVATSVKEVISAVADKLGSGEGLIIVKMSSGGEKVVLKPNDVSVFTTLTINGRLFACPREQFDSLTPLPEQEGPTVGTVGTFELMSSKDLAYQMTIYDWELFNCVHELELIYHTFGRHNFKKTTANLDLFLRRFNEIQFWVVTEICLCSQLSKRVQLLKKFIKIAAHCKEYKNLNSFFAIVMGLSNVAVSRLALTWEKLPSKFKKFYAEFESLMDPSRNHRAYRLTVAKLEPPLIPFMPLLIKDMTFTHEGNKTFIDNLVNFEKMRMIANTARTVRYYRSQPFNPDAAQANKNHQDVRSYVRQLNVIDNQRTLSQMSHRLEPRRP
MCF10A rerep = DNA re-replication induction in MCF 10a cells. 350,000 compounds, 2.9% hits. MCF 10A DNA re-replication, Hoechst nuclear intensity, 48 h. Potency, µM (highest dose often 46.1 µM), inactives show top-dose activity, positive = re-replication, most hits filed as activators. AID 624296; further: % of control where 0% means no effect; nearly all actives have a fitted effect of over 50% in size
ATXN2 expr inh = ATXN2 expression inhibition | Potency, µM (titrated, usually from 57 µM), inactives show top-dose activity change, negative = inhibition, actives largely listed as inhibitors | HEK-293 ATXN2-luciferase reporter, luminescence, 24 h | AID 1745845 | 360,000 compounds, 0.72% hits; further: on the % scale 0 is the no-effect control and ±100 the full control effect; nearly all actives have a fitted effect of over 55% in size
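qHTS (up to 57 uM final) was run with 24 h compound exposure of reporter cells at 37 °C. Each well was multiplexed: SteadyGlo luminescence measured ATXN2-luciferase expression after a fluorogenic Gly-Phe-AFC viability readout (25 uM final).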
TGFb inhibitor = inhibitors of TGF-b signaling | HepG2 CAGA-GFP TGF-b/SMAD3 reporter, GFP fluorescence, 18 h; TGF-beta stimulated, 500 pg/mL final | Potency, µM (highest dose often 46.1 µM), inactives show at the top dose activity, negative = inhibition, most hits filed as inhibitors | 410,000 compounds, 1.2% hits; further: on the % scale 0 is the no-effect control and ±100 the full control effect; nearly all actives have a fitted effect of over 65% in size
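HEPG2 CAGA-GFP reporter cells (1000/well, DMEM with 1% FBS) received compounds, then recombinant TGF-beta at 500 pg/mL final for 18 hours at 37 degrees C. Per-cell GFP summed per well was normalised to unstimulated and stimulated DMSO controls before curve fitting.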
Numbers without * were called inactive; i = inactive; ? = inconclusive; . = not tested or not shown; [ ] = remark or other dose. The call rests on the fitted dose curve; in most records, active means well fitted curve in the direction sought with a large enough effect; inconclusive means small, poorly fitted or top-dose-only effect, or another doubt; inactive means no such curve, though single readings can be large; an effect the other way counts as inactive or inconclusive. Potency means the concentration at half of the fitted maximal effect. The list is partial; rates above refer to the full screens.

nr	smiles	Nrf2 inh	ATXN viability	A549 tox	HepG2 viability	Nrf2 activator
1	O=C1CCCc2c1[nH]c1c(Br)cccc21	.	i	-13%	-24%	3.4%
2	Cn1cc(NC(=O)OCc2ccc(Cl)cc2)c(C(F)(F)F)n1	?	i	1%	-38%	-0.7%
3	CC(C)c1ccccc1NC(=O)CNC(C)c1ccc(F)cc1 (configuration not stated)	21%	i	4%	0%	-0.1%
4	COc1ccc(NC(=O)Cn2c(=O)n(Cc3nc(C)no3)c(=O)c3cc4c(cc32)OCO4)cc1OC	0%	i	-1%	6%	2.9%
5	Cc1ccc(S(=O)(=O)NCc2ccccc2)cc1C(=O)N(C)Cc1ccc(F)cc1	23µM*	i	-12%	-22%	-0.7%
6	C=CCn1cc(Cl)c(=O)n(CC=C)c1=O	-21%	i	-7%	4%	1.7%
7	Cc1cccc(N2CCN(S(=O)(=O)c3cc4c(cc3Cl)NC(=O)CO4)CC2)c1C	?	i	-3%	8%	0.5%
8	Cn1cc(/C=N/NC(N)=S)c2ccccc21	-13%	i	-1%	-18%	2.5%
9	O=C(NN1CCOCC1)c1ccc(Cl)cc1Cl	14%	i	16%	-25%	-0.6%
10	Cc1nc(COc2cccc(Cl)c2)sc1C(=O)/C=C/N(C)C	-21%	i	0%	5%	0.7%

nr	EPAC2 antagonist	MCF10A rerep	ATXN2 expr inh	TGFb inhibitor
1	7%	1%	3%	?
2	-6%	8%	45%[activator]	0%
3	-4%	-1%	-15%	3%
4	.	.	4%	-2%
5	-19%	14%	-11%	?
6	-5%	?	-5%	6%
7	10%	0%	-3%	0%
8	-19%	-2%	7%	?
9	14%	-2%	.	-3%
10	-2%	?	8%	16%

Next results.
nr	smiles	Nrf2 inh	ATXN viability	A549 tox	HepG2 viability	Nrf2 activator
11	Cc1ccc(SCCC(=O)OCC(=O)NCC2CCCCC2)cc1	-24%	i	24%	-21%	0.0%
12	Cc1cc(C)cc(-n2c(SCC(=O)Nc3ccc4c(c3)OCO4)nc3c([nH]c4ccccc43)c2=O)c1	.	i	0%	-5%	4.7%
13	CC(C)(C)C(=O)Nc1ccc(NC(=O)C(C)(C)C)cc1	0%	i	-2%	-1%	0.2%
14	Cc1ccc(-n2ncc3c2CCCC3NC(=O)c2ccoc2)cc1C (configuration not stated)	?	?	-11%	-8%	0.0%
15	Cn1c(CCN2CCCCC2)nc2cc(NC(=O)NC3CCCCC3)ccc21	12%	i	10%	-62%	11%
16	CC(C)(C)NC(=O)Cn1nnc(-c2ccccc2NC(=O)c2ccco2)n1	?	i	-4%	-16%	-0.5%
17	COc1ccc(OC)c(S(=O)(=O)Nc2ccc(OCC(=O)O)cc2)c1	1%	i	-6%	22%	-0.2%
18	C[C@H](CO)N1C[C@H](C)[C@@H](CN(C)S(=O)(=O)c2ccc(F)cc2)Oc2ccc(NS(=O)(=O)c3ccc(F)cc3)cc2C1=O	0%	?	1%	-72%	0.8%
19	CCOC(=O)C(CCCCC(NC(C)=O)(C(=O)OCC)C(=O)OCC)(NC(C)=O)C(=O)OCC	1%	i	-1%	24%	-0.8%
20	CC1C(=O)N(Cc2cn(Cc3ccco3)nn2)CCS(=O)(=O)N1Cc1ccc(-c2ccncc2)cc1 (configuration not stated)	.	i	.	-1%	5.9%

nr	EPAC2 antagonist	MCF10A rerep	ATXN2 expr inh	TGFb inhibitor
11	?	0%	-9%	-7%
12	.	.	6%	2%
13	1%	2%	17%	3%
14	1%	12%	-20%	0%
15	3%	2%	-7%	31%[activator]
16	9%	0%	-5%	12%
17	-3%	-7%	-3%	-17%
18	-16%	-3%	-2%	?
19	4%	-1%	-2%	12%
20	-2%	.	6%	-1%

Later entries
nr	smiles	Nrf2 inh	ATXN viability	A549 tox	HepG2 viability	Nrf2 activator
21	Cc1ccn2c(Nc3ccccc3C)c(-c3ccccc3)nc2c1	?	?	4%	13µM*	17%
22	Cc1ccc(NC(=O)COC(=O)CNC(=O)c2ccc(C)s2)cc1	9%	i	4%	-11%	-0.2%
23	Cc1cc(C)cc(OCC(=O)Nc2cc(C)on2)c1	-18%	i	-2%	8%	0.3%
24	CC(Nc1ccc2ccccc2c1)C(=O)N/N=C/c1ccncc1 (configuration not stated)	3%	i	1%	4%	0.3%
25	COc1ccccc1NC(=O)c1sc2nc(-c3ccco3)ccc2c1N	13%	.	?	-3%	?
26	O=C(Nc1ccc([N+](=O)[O-])cc1)C1CC1(c1ccccc1)c1ccccc1 (configuration not stated)	?	i	3%	-26%	8.0%
27	CCCn1c(=NC(C)=O)c(C(=O)OCC)cc2c(=O)n3ccccc3nc21	-16%	.	?	-15%	-0.8%
28	CC(C)COC(=O)C1C2C=CC3(CN(C4CCCC4)C(=O)C13)O2 (configuration not stated)	-2%	i	-8%	3%	0.2%
29	CCOC(=O)C1CCN(C(=O)c2ccc3c(c2)C(=O)N(c2ccccc2C)C3=O)CC1	4%	i	-3%	-10%	-0.6%
30	CCOC(=O)c1c(C)[nH]c(C)c1C(=O)CSc1nc2ccccc2[nH]1	-7%	i	-1%	8%	-0.4%

nr	EPAC2 antagonist	MCF10A rerep	ATXN2 expr inh	TGFb inhibitor
21	.	.	14%	-3%
22	0%	8%	-18%	-9%
23	-6%	3%	4%	6%
24	1%	-5%	-7%	17%
25	-2%	15µM*	28%	4%
26	3%	31%	-23%	-20%
27	-9%	-6%	2%	-2%
28	3%	0%	9%	8%
29	1%	0%	8%	-3%
30	20%	11%	3%	?

(more compounds)
nr	smiles	Nrf2 inh	ATXN viability	A549 tox	HepG2 viability	Nrf2 activator
31	COc1cc(/C=N/NC(=O)CC2C(=O)NN=C2C)ccc1O (configuration not stated)	-23%	i	0%	-2%	-1.0%
32	CCc1cc2c(cc3c(=O)n(CC(=O)N4CCN(c5cc(Cl)ccc5C)CC4)nc(CC)n32)s1	?	.	-2%	-6%	-0.8%
33	O=C1CCCC2=C1C(c1ccsc1)CC(=O)N2c1ccccc1 (configuration not stated)	24%	i	7%	-10%	0.1%
34	CCC1=NN2C(=N)/C(=C/c3cc(C)n(-c4ccccc4)c3C)C(=O)N=C2S1	5%	i	0%	2%	-0.8%
35	CC(NC(=O)c1ccc2nc(CCc3ccccc3)oc2c1)c1ccccc1 (configuration not stated)	.	i	-1%	-7%	-0.1%
36	Cc1ccc(C(=O)Nc2cccc3ncccc23)cc1[N+](=O)[O-]	-24%	i	1%	-3%	-0.2%
37	Cc1[nH]c2ccccc2c1C(=O)CSc1nc2ccccc2c(=O)n1CCCN1CCOCC1	?	?	-28%	-17%	-0.8%
38	CC(=O)c1cccc(NC(=S)N2CCN(CCN3C(=O)c4cccc5cccc(c45)C3=O)CC2)c1	?	i	-2%	-2%	0.0%
39	COc1cc(OC)c(/C=N/NC(=O)c2ccc(NC(C)=O)cc2)cc1Br	4%	i	2%	-30%	-0.5%
40	Cc1ccc(-n2c(SCC(=O)O)nc3sc4c(c3c2=O)CC(C)(C)SC4)cc1	12%	i	0%	-3%	-1.0%

nr	EPAC2 antagonist	MCF10A rerep	ATXN2 expr inh	TGFb inhibitor
31	0%	0%	.	0%
32	.	.	.	0%
33	0%	14%	-6%	16%
34	-1%	12%	-17%	1%
35	.	.	2%	0%
36	-6%	3%	-9%	7%
37	-3%	15µM*	?	8%
38	-12%	5%	-12%	-1%
39	-15%	-2%	-24%[11.3 µM]	-14%
40	9%	-6%	9%	1%

Filtered by structure: the compounds so far containing a tert-butyl group.
nr	smiles	Nrf2 inh	ATXN viability	A549 tox	HepG2 viability	Nrf2 activator
13	CC(C)(C)C(=O)Nc1ccc(NC(=O)C(C)(C)C)cc1	0%	i	-2%	-1%	0.2%
16	CC(C)(C)NC(=O)Cn1nnc(-c2ccccc2NC(=O)c2ccco2)n1	?	i	-4%	-16%	-0.5%

nr	EPAC2 antagonist	MCF10A rerep	ATXN2 expr inh	TGFb inhibitor
13	1%	2%	17%	3%
16	9%	0%	-5%	12%

Next entries follow:
nr	smiles	Nrf2 inh	ATXN viability	A549 tox	HepG2 viability	Nrf2 activator
41	CCOc1cc2[nH]c(=O)n(CCCCC(=O)N3CCN(c4cccc(Cl)c4)CC3)c(=O)c2cc1OCC	.	i	2%	0%	-0.6%
42	O=C1Nc2cc(C(=O)NCCCN3CCCC3)ccc2S/C1=C/c1cccc(Cl)c1	.	?	.	16µM*	-0.5%
43	CCOC(=O)C(CC(=O)O)N1CCCCC1 (configuration not stated)	-3%	i	-7%	-6%	0.8%
44	Cc1nc(N2CCOCC2)c2c(C(=O)N3CCN(c4ccccc4F)CC3)c(C)oc2n1	10%	.	7%	-8%	-0.8%
45	O=C(NCC1CCCO1)c1ccc(/C=N/O)nc1 (configuration not stated)	-6%	i	-5%	1%	1.2%

nr	EPAC2 antagonist	MCF10A rerep	ATXN2 expr inh	TGFb inhibitor
41	.	.	14%	-1%
42	5%	.	.	?
43	6%	6%	-3%	-1%
44	.	.	.	-17%
45	9%	1%	6%	22%

Single records, from the list above.
Results for CCOc1cc2[nH]c(=O)n(CCCCC(=O)N3CCN(c4cccc(Cl)c4)CC3)c(=O)c2cc1OCC → Nrf2 inh = .; ATXN viability = i; A549 tox = 2%; HepG2 viability = 0%; Nrf2 activator = -0.6%; EPAC2 antagonist = .; MCF10A rerep = .; ATXN2 expr inh = 14%; TGFb inhibitor = -1%
Results for O=C1Nc2cc(C(=O)NCCCN3CCCC3)ccc2S/C1=C/c1cccc(Cl)c1 → Nrf2 inh = .; ATXN viability = ?; A549 tox = .; HepG2 viability = 16µM*; Nrf2 activator = -0.5%; EPAC2 antagonist = 5%; MCF10A rerep = .; ATXN2 expr inh = .; TGFb inhibitor = ?

Compound activity: PubChem, National Center for Advancing Translational Sciences (NCATS)
